Compound activity from PubChem BioAssay.
ERG-DNA inh: qHTS for Small Molecule Inhibitors of the ERG Ets/DNA interaction; Transcriptional regulator ERG (Homo sapiens), P11308; fluorescence polarization, His-ERG Ets domain / labelled DNA; Potency, µM (highest dose often 76.9 µM), without a hit: top-dose FP activity, negative = inhibition, actives largely listed as inhibitors; hit rate 0.028% among 370,000; active = well fitted inhibition curve with a large enough effect in the polarisation, with a control signal flat; inconclusive = small, poorly fitted or top-dose-only effect, or effect the other way, or a change in a side signal; inactive = no such curve, though single readings can be large or run the other way; the % refers to the polarisation;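 note: polarization taken with two DNA probes labelled with fluorescein and Texas red; % of control where 0% means no effect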
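His-tagged ERG Ets domain (1 uM in the protein solution; 300mM KCl, 50mM Tris-HCl, 1mM EDTA, 1mM DTT, pH 7.5) received compound, then a probe mix of 5 nM fluorescein-DNA and 100nM Texas-615-DNA. Fluorescence polarization was read for both dyes.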
rTrxR1 inhibitor: qHTS Assay for Inhibitors of Mammalian Selenoprotein Thioredoxin Reductase 1 (TrxR1): qHTS. Thioredoxin reductase 1, cytoplasmic (Rattus norvegicus), O89049. recombinant rTrxR1, NADPH fluorescence consumption, selenite substrate. Potency, µM (titrated, usually from 114 µM), without a hit: top-dose activity change, negative = inhibition, hits mostly inhibitors. hit rate 1% among 390,000. AID 588453, 2011; note: % is set by controls: 0 for no effect and ±100 for the full control effect; nearly all actives have a fitted effect of over 65% in size
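Rat TrxR1 (90 nM in the dispensed reagent) was pre-reduced with 400 uM NADPH for 5 min at room temperature, then incubated with compound for 15 min. After 400 uM selenite was added, NADPH fluorescence (Ex 340/Em 450 nm) was followed for 8 min.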
GLS inh: qHTS for Inhibitors of Glutaminase (GLS) | Glutaminase kidney isoform, mitochondrial (Homo sapiens), O94925 | GLS enzymatic activity, qHTS titration | Potency, µM (series often up to 45.5 µM), inactives show at the top dose activity change, negative = inhibition, hits mostly inhibitors | hit rate 0.21% among 410,000; note: % is set by controls: 0 for no effect and ±100 for the full control effect
Target sequence (O94925 whole entry, looked up, canonical isoform): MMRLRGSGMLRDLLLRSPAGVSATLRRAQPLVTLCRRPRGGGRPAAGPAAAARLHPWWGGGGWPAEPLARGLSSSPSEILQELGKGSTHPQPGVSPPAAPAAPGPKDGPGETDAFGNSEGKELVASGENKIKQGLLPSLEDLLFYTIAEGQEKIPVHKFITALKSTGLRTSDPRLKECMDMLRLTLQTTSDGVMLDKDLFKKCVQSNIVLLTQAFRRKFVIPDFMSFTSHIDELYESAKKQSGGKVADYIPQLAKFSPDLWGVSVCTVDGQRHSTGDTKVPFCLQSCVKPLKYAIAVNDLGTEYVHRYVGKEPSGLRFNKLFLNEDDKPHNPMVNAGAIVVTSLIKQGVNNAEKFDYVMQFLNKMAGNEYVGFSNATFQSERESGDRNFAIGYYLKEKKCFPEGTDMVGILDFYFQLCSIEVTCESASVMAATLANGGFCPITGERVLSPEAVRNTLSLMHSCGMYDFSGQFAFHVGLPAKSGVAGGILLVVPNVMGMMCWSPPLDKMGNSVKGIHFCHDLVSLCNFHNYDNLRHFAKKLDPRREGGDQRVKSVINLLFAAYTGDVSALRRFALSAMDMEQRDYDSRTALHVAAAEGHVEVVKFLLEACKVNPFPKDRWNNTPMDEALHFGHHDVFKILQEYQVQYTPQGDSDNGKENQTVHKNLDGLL
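Compounds were pin-transferred onto hKGA, after which L-glutamine (1 mM solution) and a detection mix of glutamate oxidase, HRP and Amplex Red were added. Initial and 30 min RT fluorescence reads were collected.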
ALOX12 inh: Primary qHTS assay for inhibitors of human arachidonate 12S-lipoxygenase (ALOX12): Round 2. purified 12hLO, xylenol orange hydroperoxide absorbance. hit rate 1.1% among 580,000. Polyunsaturated fatty acid lipoxygenase ALOX12 (Homo sapiens), P18054. Potency, µM (doses to about 108 µM), for inactives: at the highest dose activity change, negative = inhibition, actives largely listed as inhibitors; note: % is set by controls: 0 for no effect and ±100 for the full control effect
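Purified human 12hLO (150 nM final) in 25 mM Hepes, 0.01% Triton X-100, pH 7.0 was preincubated 15 min at room temperature with compound. Then 40 uM arachidonic acid was added, 30 min. Hydroperoxide was read by Fe-XO absorbance ratio 573/405 nm.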
Pin1 inhibitor: qHTS Assay to Find Inhibitors of Pin1; Peptidyl-prolyl cis-trans isomerase NIMA-interacting 1 (Homo sapiens), Q13526; Pin1 FP peptide displacement, HiFluor488, 10 min; Potency, µM (series often up to 115 µM), without a hit: top-dose activity, negative = inhibition, actives largely listed as inhibitors; hit rate 0.009% among 390,000; active = well fitted inhibition curve with a large enough effect in the polarisation, with a control signal flat, not every such curve was filed as active; inconclusive = small, poorly fitted or top-dose-only effect, or effect the other way, or a change in a side signal; inactive = no such curve, though single readings can be large or run the other way; the % refers to the polarisation; note: % is set by controls: 0 for no effect and ±100 for the full control effect
Target sequence (Q13526 whole entry, looked up): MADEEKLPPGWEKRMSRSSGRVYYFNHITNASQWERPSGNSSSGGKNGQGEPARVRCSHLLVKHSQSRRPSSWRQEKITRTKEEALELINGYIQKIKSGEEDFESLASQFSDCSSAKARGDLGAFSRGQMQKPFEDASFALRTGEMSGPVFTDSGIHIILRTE
RGS4 inh: Inhibitors of Regulator of G Protein Signaling (RGS) 4: qHTS | AID 504845, 2011 | Transcreener GDP fluorescence polarization, RGS4-accelerated GTP hydrolysis | Potency, µM (titrated, usually from 114 µM), inactives show at the highest dose activity change, negative = inhibition, most hits filed as inhibitors | hit rate 0.039% among 390,000 | Regulator of G-protein signaling 4 (Homo sapiens), P49798; note: % is set by controls: 0 for no effect and ±100 for the full control effect; nearly all actives have a fitted effect of over 75% in size; some results filed as inactive show a strong effect at the top dose
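MLSMR compounds (23 nl, pin-transferred) preincubated 10 min at room temperature with a 500nM (2x) first reagent, then RGS4 at 900nM (2x) plus Transcreener GDP mix added; fluorescence polarization (620/688 nm) read before and after 90 min at 30 °C.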
JMJD2A Tudor: qHTS Assay for Inhibitors of JMJD2A-Tudor Domain | Lysine-specific demethylase 4A (Homo sapiens), O75164 | AlphaScreen JMJD2A-Tudor / H3K4me3 peptide binding | Potency, µM (top dose mostly 114 µM), for inactives: at the top dose activity change, negative = inhibition, actives largely listed as inhibitors | hit rate 4.4% among 390,000 | AID 504339, 2011; note: % is set by controls: 0 for no effect and ±100 for the full control effect; nearly all actives have a fitted effect of over 50% in size
PGK inhibitor: qHTS Assay to Find Inhibitors of Phosphoglycerate Kinase | PGK/GAPDH coupled, Kinase-Glo luminescence, 60 min | Phosphoglycerate kinase, glycosomal (Trypanosoma brucei brucei), P07378 | hit rate 0.043% among 380,000 | Potency, µM (highest dose often 57.5 µM), for inactives: at the top dose activity change, negative = inhibition, actives largely listed as inhibitors | AID 602233, 2012; note: % is set by controls: 0 for no effect and ±100 for the full control effect; nearly all actives have a fitted effect of over 60% in size
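Recombinant glycosomal PGK reaction used 1,3-bisphosphoglycerate generated in-well by GAPDH (100nM final) in 100mM TEA pH 7.6, 5mM MgCl2, 0.01% Tween-20. After 60 minutes at room temperature, ATP was read by Kinase-Glo Plus luminescence end-point.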
HP1b chromo inh: HTS for Inhibitors of HP1-beta Chromodomain Interactions with Methylated Histone Tails. Chromobox protein homolog 1 (Homo sapiens), P83916. AlphaScreen HP1-beta / biotin-H3K9me3 peptide binding. Potency, µM (doses to about 114 µM), for the others: at the highest dose activity change, negative = inhibition, hits mostly inhibitors. hit rate 0.56% among 390,000; note: nearly all actives have a fitted effect of over 70% in size; inactives centre near 23
Target sequence (P83916 whole entry, looked up): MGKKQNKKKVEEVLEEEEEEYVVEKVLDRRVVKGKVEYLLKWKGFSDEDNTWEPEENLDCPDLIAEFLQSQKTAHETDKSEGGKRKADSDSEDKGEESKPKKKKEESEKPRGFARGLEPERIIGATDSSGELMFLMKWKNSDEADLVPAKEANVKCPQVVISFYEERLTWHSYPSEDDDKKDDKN
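AlphaScreen: HP1-beta (50 nM) preformed 30 min with biotin-H3(1-18)K9me3 peptide (50 nM) in PBS pH 7.4, 0.01% Tween-20. Compound added for 30 min at RT, then streptavidin donor/nickel chelate acceptor beads (10 ug/mL) for 30 min.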
* = called active by the depositor; i = inactive; ? = inconclusive; . = no result given; & = joins results of further samples; [ ] = dose if it differs, or a comment. Unless noted, calls come from the whole dose curve; as a rule, active = well fitted curve in the direction sought with a large enough effect; inconclusive = small, poorly fitted or top-dose-only effect, or another doubt; inactive = no such curve, though single readings can be large; an effect the other way counts as inactive or inconclusive. Potency is the fitted concentration of half-maximal effect. These rows are one share of the data. The share of hits here may be higher or lower than overall.

SMILES	ERG-DNA inh	rTrxR1 inhibitor	GLS inh	ALOX12 inh	Pin1 inhibitor	RGS4 inh	JMJD2A Tudor	PGK inhibitor	HP1b chromo inh
COc1cccc(NC(=O)[C@H](NC(=O)[C@@H]2Cc3ccccc3CN2)c2ccccc2)c1	-4%	14%	4%	28%	-3%	20%	-33%	-2%	29%
COc1ccc(Nc2cc(C)nc(-n3nc(C)cc3C)n2)cc1	-10%	12%	25%	4%	-2%	-6%	?	-7%	15%
CC(C)C[C@@H](CNCC(=O)[C@H](CC(=O)O)NC(=O)c1[nH]cnc1C(=O)N[C@H](CN)CC(C)C)NC(=O)c1nc[nH]c1C(=O)N[C@@H](C)C(=O)O	18%	2%	-9%	29%	-4%	0%	?	1%	65%[activator]
Cc1ccc(N2C(=O)C3CC(c4ccccc4)=C4C5C=CC(C6C(=O)N(c7ccc(C)cc7)C(=O)C56)C4C3C2=O)cc1 (configuration not stated)	-5%	3%	-6%	-42%	-1%	-5%	-21%	-10%	15%
O=C(NC(=S)NCCO)c1sc2ccccc2c1Cl	5%	12%	-8%	?	13%	-16%	-8%	i	38%
COc1cc(C#Cc2ccc3cc(CCCO)oc(=O)c3c2)cc(OC)c1	0%	34%	-1%	12%	10%	-5%	-34%	-2%	20%
S=C(NCC1CCCO1)N1CCc2ccccc2C1 (configuration not stated)	-11%	9%	-4%	i	-4%	9%	7%	i	43%[activator]
Nc1ncn([C@@H]2O[C@H](CO)[C@@H](O)[C@H]2O)c(=O)n1	3%	-6%[57.1 µM]	-4%&-4%	-1%	1%	14%[56.9 µM]	-10%	-11%	41%[activator]
O=C(NC1CCCCC1)C1CCCN1C(=O)NCc1ccccc1 (configuration not stated)	-6%	26%	-6%	-3%	-3%	9%	-18%	-11%	0%
CC(C)(C)c1ccc(C(=O)c2c[nH]c(C(=O)NCCCN3CCOCC3)c2)cc1	-4%	0%	2%	0%	-1%	-29%	-11%	-5%	22%
Cc1c(NS(=O)(=O)c2cc(C(=O)O)ccc2Cl)c(=O)n(-c2ccccc2)n1C	-2%	30%	-4%	-16%	-4%	22%	-7%	-6%	14%
Cn1nc(C(C)(C)C)cc1C(=O)Sc1cccc(Br)c1	1%	-56%	-6%	?	-9%	-51%	56%[activator]	9%	128%[activator]
O=[N+]([O-])c1ccc(OCCO)c(P(=O)(c2ccccc2)c2ccccc2)c1	2%	22%[57.1 µM]	-8%	387%[activator]	-2%	-2%	1%	-5%	22%
Cc1ccc(NS(=O)(=O)c2ccc(-c3ccc(=O)[nH]n3)o2)cc1Cl	4%	7%	5%	-24%	-12%	18%	-4%	-1%	28%
COc1cc(/C=N/Nc2ncnc3sc4c(c23)CCC4)ccc1O	8%	0%	48%[activator]	-6%	2%	-8%	-17%	3%	34%
CN1CCN(Cc2cc(COCc3ccccc3)c3cccnc3c2O)CC1	2%	?	4µM*	0%	-11%	-7%	18µM*	0%	4%
CCCCn1c(SCC(=O)NNC(=O)c2ccco2)nnc1-c1ccco1	-8%	20%[57.1 µM]	0%	-19%	-1%	-21%	-3%[11.4 µM]	-8%	53%[activator]
C=CCN1c2ccccc2[C@]23C[C@@H](C(=O)OC)N(C(=O)c4ccc(Br)cc4)C2=NC(C(=O)OC)=C(C(=O)OC)[C@H]13	-3%	15%[57.1 µM]	10%	5%	-17%	-2%	?	-2%	12%
Cc1c(C#N)c2ncnc(N)c2n1-c1ccccc1	3%	9%[57.1 µM]	-9%	-16%	-5%	9%	12%	0%	26%
N#Cc1nc(COc2ccc(Cl)cc2Cl)oc1N1CCN(c2ccccc2)CC1	-14%	23%	3%	17%	-1%	3%	-35%	-8%	-6%
Cc1ccc(-n2nc3c(N4CCC(C(=O)N5CCC(C(N)=O)CC5)CC4)nnc(C)c3c2C)cc1	17%	-1%	3%	0%	?	15%	0%	i	16%[57 µM]
CCN(CC)c1nc(Nc2ccc(Cl)cc2)nc(OCC#N)n1	-9%	12%	9%	0%	-2%	44%	-5%	-2%	26%
Cc1noc(C)c1COC(=O)CCCc1c[nH]c2ccccc12	4%	-13%	23%	0%	25%	-29%	?	-3%	11%
O=C(CSc1nnc(Cc2cccs2)n1-c1ccccc1)NC1CCCCC1	1%	-2%[57.1 µM]	11%	-47%	-1%	-16%	-18%	-1%	35%
N#C/C(=C\c1ccc(-c2cccc([N+](=O)[O-])c2)o1)C(=O)Nc1nc(-c2cccs2)cs1	-12%	9%	11%	-24%	16%	2%	-21%	-3%	18%
Cc1nc2ccccc2c(=O)n1/N=C/c1cccnc1	-3%	6%	5%	-9%	1%	-7%	-8%	-4%	3%
COc1ccc(NC(=O)c2cc(Br)ccc2Cl)c(OC)c1	.	13%	6%	-12%	0%	7%	6%	-4%	35%
COc1ccc(CNC(=O)CSc2nnc(C)s2)cc1	-17%	-8%	0%	-2%	-1%	-8%	-1%	1%	26%
O=C(Nc1cccnc1)C1CCCN(S(=O)(=O)c2ccccc2)C1 (configuration not stated)	-9%	2%	2%	0%	0%	-26%	-16%	-2%	55%[activator]
O=Cc1ccc(OCCCOc2cccc3cccnc23)cc1	4%	37%[2.29 µM]	0%	18%	2%	-38%	-20%	i	33%
CCOC(=O)c1cc(-c2ccccc2)nc2nc(N3CCCCC3)sc12	2%	24%[57.1 µM]	-4%	-22%	-8%	0%	103%[activator]	5%	287%[activator]
CCCCn1nc(NC(=O)CC)c2cc3cc(OC)ccc3nc21	-5%	1%	0%	-2%	-2%	-1%	44%[activator]	-5%	97%[activator]
Nc1c(Br)c(=O)[nH]c(=O)n1-c1ccc(F)cc1	23%	40µM*	-14%	-2%	-1%	-13%	-7%	-4%	47%[activator]
O=C(O)CSc1ncnc2sc3c(c12)CCC3	0%	-18%	-1%	4%	-2%	-1%	-24%	-4%	36%
CN1CC(c2ccccc2)C(c2ccc(Cl)cc2)=N1 (configuration not stated)	11%	-23%	-2%	-13%	-2%	16%	-34%	-7%	6%
O=C(c1ccc(Br)cc1)N(Cc1cccs1)c1ccc(F)cc1	2%	15%	5%	0%	0%	-5%	76%[activator]	4%	137%[activator]
Cc1c(C(=O)NCc2ccccc2Cl)sc2ncnc(N(C)C3CCCCC3)c12	4%	21%[57.1 µM]	2%	2%	16%	-7%	-11%	i	45%[activator]
O=C(N=C1N=C2C=CC=CN2Cc2ccccc21)c1ccc(S(=O)(=O)N2CCCC2)cc1	11%	3%	0%	1%	-2%	9%	-7%	-8%	47%[activator]
CN(CCNC(=O)C1(O)c2ccccc2NC(=O)N1c1ccccc1)Cc1ccccc1 (configuration not stated)	6%	10%[57.1 µM]	0%	-22%	-20%	-17%	1%	i	48%[activator]
CS(=O)(=O)N(CC(=O)N1CCc2ccccc2C1)c1ccc(Cl)cc1F	3%	6%	17%	-9%	1%	16%	-7%	2%	42%[activator]

Continued, starting with the last two of the part before.
SMILES	ERG-DNA inh	rTrxR1 inhibitor	GLS inh	ALOX12 inh	Pin1 inhibitor	RGS4 inh	JMJD2A Tudor	PGK inhibitor	HP1b chromo inh
CN(CCNC(=O)C1(O)c2ccccc2NC(=O)N1c1ccccc1)Cc1ccccc1 (configuration not stated)	6%	10%[57.1 µM]	0%	-22%	-20%	-17%	1%	i	48%[activator]
CS(=O)(=O)N(CC(=O)N1CCc2ccccc2C1)c1ccc(Cl)cc1F	3%	6%	17%	-9%	1%	16%	-7%	2%	42%[activator]
CCC(CC)c1nnc(NC(=O)CCCN2C(=O)c3ccccc3C2=O)s1	2%	13%	0%	-2%	-11%	-29%	1%	-2%	22%
COCCNCCOc1ccc(C)cc1[N+](=O)[O-]	1%	-17%	1%	?	1%	7%	25µM*	i	?
CC1CN(C(=O)COC(=O)[C@@H]2CC(O)CN2S(=O)(=O)c2ccc3c(c2)OCCO3)CC(C)O1 (some centres not stated)	-16%	-7%	-4%	?	-4%	10%	3%	-11%	40%
Fc1cccc(Cl)c1CSc1nnnn1-c1ccc2c(c1)OCO2	.	28%	-2%	?	-2%	-24%	40%[activator]	-9%	89%[activator]
O=C(OCC(=O)C12CC3CC(CC(C3)C1)C2)c1ccc(CO)cc1	-11%	22%	-7%	-11%	-2%	-8%	1%	-5%	37%[activator]
Cc1cc(OCC(=O)NCC(c2cccs2)N2CCOCC2)ccc1C(C)C (configuration not stated)	4%	13%	14%	8%	0%	12%	-15%	4%	22%
O=C1C[C@@H](c2ccc(O)cc2)Oc2cc(O)cc(O)c21	-7%	7%	13%	?	-3%	-26%	-1%	0%	31%
COc1cccc(CNC(=O)CCC2CCCN(C(=O)C3=CC(=O)CC(C)(C)O3)C2)c1 (configuration not stated)	10%	4%[57.1 µM]	-15%	-10%	9%	-33%	2%	4%	31%
